Compound activity: PubChem BioAssay, NCI
NCI-60 one-dose screen, 48 h, at 10 µM unless noted. Numbers give growth in % (100 = growth as untreated, 0 = no growth, -100 = all killed).
SK-MEL-28: SK-MEL-28 melanoma; actives 4.1% (n = 81,000)
EKVX: EKVX NSCLC; actives 3% (n = 71,000)
HOP-62: HOP-62 NSCLC. actives 3.9% (n = 80,000). AID 1794735
SK-MEL-2: SK-MEL-2 melanoma | actives 4.7% (n = 77,000) | AID 1794763
M14: M14 melanoma | actives 6.2% (n = 80,000) | AID 1794745
SK-MEL-5: SK-MEL-5 melanoma. actives 6.4% (n = 80,000). AID 1794755
HOP-92: HOP-92 NSCLC cells | actives 6.3% (n = 71,000)
A549/ATCC: A549/ATCC NSCLC; actives 3.7% (n = 81,000)
Active calls of the source: *; nt = not tested or not shown. How the source made its calls: active means growth percent below 10; inactive means the rest.

SMILES	SK-MEL-28	EKVX	HOP-62	SK-MEL-2	M14	SK-MEL-5	HOP-92	A549/ATCC
CC1=C(c2ccc(Cl)cc2)OC(C(C)C)C2(C#N)C(=N)NC(=O)C12C#N (stereo unspecified)	112	76	96	99	100	85	83	85
N#Cc1c(-c2ccc(Cl)cc2)nc(SCc2nnc(-c3ccc(Cl)cc3)o2)[nH]c1=O	104	99	99	nt	107	99	100	96
CC(=O)Nc1cc2c(cc1Cl)-c1ccccc1C2	107	72	99	94	104	101	96	101
O=C(COCc1c(-c2ccccc2)no[n+]1[O-])Nc1ccc(C(=O)/C=C/c2ccc3c(c2)OCO3)cc1	112	108	108	134	109	94	73	85
O=C(O)C(SC(C(=O)O)c1ccccc1)c1ccccc1 (stereo unspecified)	102	104	107	103	109	111	nt	103
CN(C)c1ccc(S(=O)(=O)O)cc1	110	107	91	86	nt	99	86	105
COC1=C(NCc2ccccc2)C(=O)C(OC)=C(NCc2ccccc2)C1=O	107	111	88	102	103	98	87	101
Oc1nc(Nc2ccc(Cl)cc2)sc1C=Nc1ccc(Cl)cc1	91	95	99	101	96	97	81	98
COc1ccc(/C=C/c2cc(-c3ccc(OC)c(OC)c3)c3sc(=O)[nH]c3n2)cc1OC	96	96	78	111	93	75	nt	85
CC(=O)c1ccc2c(c1)N(CCCN1CCC(CCO)CC1)c1ccccc1S2	100	97	86	99	89	77	nt	84
COc1ccc(N=C2CSc3nnc(-c4cc(F)c(Cl)cc4Cl)n3N2)cc1	-31*	11	-34*	26	-45*	-63*	nt	-21*
Oc1cccc(NC(=S)Nc2ccccc2)c1	118	91	92	106	106	98	97	96
COc1ccc(CCNC(=S)NN)cc1OC	114	103	117	118	104	103	95	106
Brc1ccc(SCN(CSc2ccc(Br)cc2)Cc2ccccc2)cc1	101	nt	120	95	74	91	60	46
C[N+](C)=Cc1c[nH]c2c1ccc1ccccc12	102	93	108	117	92	99	96	102
O=c1[nH]cnc2c1C(c1ccc(Cl)cc1)c1sc3c(F)cccc3c1O2 (stereo unspecified)	108	84	88	97	101	93	81	101
CCN(CC)Cc1cc(C(C)(C)CC)cc(C2CCCCC2)c1O	107	107	102	105	104	98	nt	105
COc1ccccc1/C=N/NC(=O)c1ccc(S(C)(=O)=O)cc1	105	96	81	nt	101	104	nt	88
CCNC(=O)c1[nH]cc(-c2ccc(OC)cc2)c1-c1cc(OC)c2c(c1OC)OCO2	100	91	78	102	90	88	61	96
O=[N+]([O-])c1cc(Cl)c(Cl)cc1NS(=O)(=O)c1ccccc1	81	91	113	89	82	44	31	82
CC(=O)[C@@H]1CC[C@]2(C(=O)NC3CCCCC3)CC[C@]3(C)[C@H](CC[C@@H]4[C@@](C)(CCC#N)[C@H](C(C)=O)CC[C@]43C)[C@@H]12	106	89	100	98	101	98	100	89
NC(=O)N1CC2(CCCCC2)CC1=O	111	100	103	109	104	100	98	103
CCOC(=O)C1=C(C)NC(=O)NC1c1ccc(OCc2cn(-c3ccc(C(=O)O)cc3)nn2)cc1 (stereo unspecified)	102	104	96	97	112	100	91	96
COC(=O)CC(CC(=O)c1ccccc1)c1ccccc1 (stereo unspecified)	104	101	nt	125	91	98	65	104
COc1ccc2cc(-c3ccc(C(=O)N/N=C/c4ccc(OCc5ccccc5)cc4)c(C)n3)ccc2c1	92	98	86	97	nt	91	96	111
Cc1ccc(Nc2nc(N)nc(N)c2N=O)cc1C	94	nt	84	100	88	92	65	99
CCOC(=O)c1cc2ccccc2oc1=O	100	nt	nt	100	97	98	92	nt
CC(CC=O)CC=O	104	nt	100	116	102	nt	109	99
COc1ccc(/C=C/C(=O)c2ccc(NC(=O)CSc3nnc(-c4ccc(-c5nc6ccc(C)cc6[nH]5)cc4)o3)cc2)cc1	102	100	95	91	nt	72	89	102
Cc1cc(C)c2c(n1)sc1c(Nc3ccc(OCc4ccc(Cl)c(Cl)c4)cc3)ncnc12	101	nt	102	nt	105	103	96	97
C=CC(=O)NCCSSCCNC(=O)C=C	98	nt	111	nt	98	103	81	89
COc1ccc(-c2c(NC(C)=O)noc2-c2cc(OC)c3c(c2)OCCO3)cc1	104	nt	100	97	109	98	112	93
CCC1=CC2=NCC(C)C(=O)N2C=C1 (stereo unspecified)	112	92	84	94	93	99	84	92
Cc1ccc(OCC(=O)O)cc1	115	110	100	97	101	105	78	97
C[C@]12CCc3nc(-c4ccc(F)cc4)sc3C1=CC[C@@H]1[C@@H]2CC[C@]2(C)/C(=N\NC(=O)c3ccncc3)CC[C@@H]12	98	89	110	98	93	95	114	100
Cc1ccc(S(=O)(=O)N2CCc3c([nH]c4ccccc34)[C@@H]2Cc2cnc[nH]2)cc1	104	90	65	116	73	95	52	84
N#CC1=C(c2ccc(Cl)cc2)Nc2c(c(-c3ccccc3)nn2-c2ccccc2)C12C(=O)N(Cc1ccccc1)c1ccccc12 (stereo unspecified)	106	99	109	96	103	103	114	104
Cc1cc(C)n(/N=C/c2ccccc2O)c(=O)c1C#N	115	111	104	108	111	107	96	107
CCOC(=O)c1cnc2c(-c3ccccc3Br)cnn2c1	100	99	114	106	105	99	98	97
O=C(Nc1cc(C(F)(F)F)cc(C(F)(F)F)c1)Nc1ccc2oc(=O)ccc2c1	35	9.1*	24	-18*	18	-91*	-26*	15
C=CCn1c(-c2nonc2NC(C)=O)nc2ccccc21	103	nt	96	nt	99	98	95	96
COc1cc(C2CC(c3ccc(Nc4nc(Nc5ccc(F)cc5)nc(Nc5ccc(Cl)cc5)n4)cc3)=NN2C(C)=O)cc(OC)c1OC (stereo unspecified)	89	202	72	66	nt	60	52	51
COc1ccc(-c2nc(N3N=C(c4ccc(N5CCOCC5)cc4)CC3c3ccc(OC)c(OC)c3)nc(N3CCOCC3)c2C#N)cc1 (stereo unspecified)	96	70	100	89	98	85	nt	74
Nc1c(C(=O)Nc2ccccn2)sc2nc3c(cc12)CCCC3	65	55	45	35	18	26	60	46
CC1=CCC(C(C)C)C=C1 (stereo unspecified)	115	nt	102	91	104	89	102	104
Cc1ccc(OCc2ccc(C(=O)Nc3nccs3)o2)cc1	109	104	106	99	103	101	96	100
S=C1CC(=S)NC(=S)N1	108	107	104	107	103	105	102	111
CSc1nc2c(NCc3ccc(Cl)cc3)[nH]c(=O)nc2n1-c1ccccc1	107	83	100	87	98	83	88	74
CN1CCN(c2ccc(C(=O)/C=C/c3ccc(C#N)cc3)cc2)CC1	108	82	89	104	80	84	77	76
CC(=O)c1c(C)n(-c2ccc3c(c2)OCO3)c2c1c(-c1ccc3c(c1)OCO3)nc1ccccc12	106	84	90	81	85	80	70	84
Cc1cccc(N=Cc2ccc3c(c2)OCO3)c1	108	101	99	109	111	102	nt	99
COc1ccc(-c2c[nH]c(C(=O)O)c2-c2cc(OC)c3c(c2OC)OCO3)cc1	104	105	96	109	99	102	110	103
C/C1=C\CC[C@@]2(C)O[C@H]2[C@H]2OC(=O)C(CN3CCN(CC4C(=O)O[C@H]5[C@H]4CC/C(C)=C/CC[C@@]4(C)O[C@@H]54)CC3)[C@@H]2CC1 (stereo partly specified)	nt	97	107	107	93	nt	100	94
CCOC(=O)C1=C(C)N=C2SC=C(c3ccc(F)cc3)N2[C@H]1c1cn(-c2ccccc2)nc1-c1ccc(Cl)cc1	106	88	87	97	99	96	62	78
Nc1ccc(-c2nc3cc(Oc4ccc(Oc5ccc6[nH]c(-c7ccc(N)cc7)nc6c5)cc4)ccc3[nH]2)cc1	101	nt	107	82	94	88	104	97
COc1cccc(/C=C(/C(=O)NS(=O)(=O)c2ccc(Cl)cc2Cl)c2cc(OC)c(OC)c(OC)c2)c1	99	92	98	100	98	102	67	99
O=[N+]([O-])c1cccnc1Cl	109	114	102	95	98	102	88	97
COc1cc(C2CC(=O)Nc3c2c(C)nn3-c2ccc(Cl)nn2)cc(OC)c1O (stereo unspecified)	98	80	92	111	98	101	112	98
C(=NCC1CCC(CN=Cc2ccco2)CC1)c1ccco1 (stereo unspecified)	111	111	107	101	104	112	91	117
CCOC(=O)C(CCc1ccccn1)c1ccccc1 (stereo unspecified)	111	90	112	101	91	99	nt	102

19 of the compounds above, with values under each structure.
Under each structure: SK-MEL-28, EKVX, HOP-62, SK-MEL-2, M14, SK-MEL-5, HOP-92, A549/ATCC
C=CCn1c(-c2nonc2NC(C)=O)nc2ccccc21
 : 103, nt, 96, nt, 99, 98, 95, 96
COc1cc(C2CC(c3ccc(Nc4nc(Nc5ccc(F)cc5)nc(Nc5ccc(Cl)cc5)n4)cc3)=NN2C(C)=O)cc(OC)c1OC (stereo unspecified)
 : 89, 202, 72, 66, nt, 60, 52, 51
COc1ccc(-c2nc(N3N=C(c4ccc(N5CCOCC5)cc4)CC3c3ccc(OC)c(OC)c3)nc(N3CCOCC3)c2C#N)cc1 (stereo unspecified)
 : 96, 70, 100, 89, 98, 85, nt, 74
Nc1c(C(=O)Nc2ccccn2)sc2nc3c(cc12)CCCC3
 : 65, 55, 45, 35, 18, 26, 60, 46
CC1=CCC(C(C)C)C=C1 (stereo unspecified)
 : 115, nt, 102, 91, 104, 89, 102, 104
Cc1ccc(OCc2ccc(C(=O)Nc3nccs3)o2)cc1
 : 109, 104, 106, 99, 103, 101, 96, 100
S=C1CC(=S)NC(=S)N1
 : 108, 107, 104, 107, 103, 105, 102, 111
CSc1nc2c(NCc3ccc(Cl)cc3)[nH]c(=O)nc2n1-c1ccccc1
 : 107, 83, 100, 87, 98, 83, 88, 74
CN1CCN(c2ccc(C(=O)/C=C/c3ccc(C#N)cc3)cc2)CC1
 : 108, 82, 89, 104, 80, 84, 77, 76
CC(=O)c1c(C)n(-c2ccc3c(c2)OCO3)c2c1c(-c1ccc3c(c1)OCO3)nc1ccccc12
 : 106, 84, 90, 81, 85, 80, 70, 84
Cc1cccc(N=Cc2ccc3c(c2)OCO3)c1
 : 108, 101, 99, 109, 111, 102, nt, 99
COc1ccc(-c2c[nH]c(C(=O)O)c2-c2cc(OC)c3c(c2OC)OCO3)cc1
 : 104, 105, 96, 109, 99, 102, 110, 103
C/C1=C\CC[C@@]2(C)O[C@H]2[C@H]2OC(=O)C(CN3CCN(CC4C(=O)O[C@H]5[C@H]4CC/C(C)=C/CC[C@@]4(C)O[C@@H]54)CC3)[C@@H]2CC1 (stereo partly specified)
 : nt, 97, 107, 107, 93, nt, 100, 94
CCOC(=O)C1=C(C)N=C2SC=C(c3ccc(F)cc3)N2[C@H]1c1cn(-c2ccccc2)nc1-c1ccc(Cl)cc1
 : 106, 88, 87, 97, 99, 96, 62, 78
Nc1ccc(-c2nc3cc(Oc4ccc(Oc5ccc6[nH]c(-c7ccc(N)cc7)nc6c5)cc4)ccc3[nH]2)cc1
 : 101, nt, 107, 82, 94, 88, 104, 97
COc1cccc(/C=C(/C(=O)NS(=O)(=O)c2ccc(Cl)cc2Cl)c2cc(OC)c(OC)c(OC)c2)c1
 : 99, 92, 98, 100, 98, 102, 67, 99
O=[N+]([O-])c1cccnc1Cl
 : 109, 114, 102, 95, 98, 102, 88, 97
COc1cc(C2CC(=O)Nc3c2c(C)nn3-c2ccc(Cl)nn2)cc(OC)c1O (stereo unspecified)
 : 98, 80, 92, 111, 98, 101, 112, 98
C(=NCC1CCC(CN=Cc2ccco2)CC1)c1ccco1 (stereo unspecified)
 : 111, 111, 107, 101, 104, 112, 91, 117

(further entries)
SMILES	SK-MEL-28	EKVX	HOP-62	SK-MEL-2	M14	SK-MEL-5	HOP-92	A549/ATCC
O=C1OC(=O)C2=C1C1C=CC2O1	112	90	98	125	106	109	102	98
O=S(=O)(Oc1ccc(-c2cn3ccoc3n2)cc1)c1ccc(F)cc1	103	90	103	98	96	99	90	95
Fc1ccc(Oc2ccc(Nc3ncnc4onc(-c5ccccc5)c34)cc2)cc1	110	99	105	112	104	100	89	90
COc1ccc(-c2nc(C#N)c(NC3CCS(=O)(=O)C3)o2)cc1 (stereo unspecified)	110	105	99	108	97	111	109	97
C=C1C(=O)O[C@H]2[C@H]1CC/C(COC(=O)c1ccc(Cl)nc1)=C\CC[C@@]1(C)O[C@@H]21	1.4*	10	57	40	9.2*	45	-40*	40
O=C(OCc1ccccc1)n1nnc2ccccc21	101	98	110	108	99	105	116	102
CC1CN(CCCO)C(C)CN1CCCO (stereo unspecified)	104	113	96	114	96	106	102	91
COc1ccc2cc(-c3cn4ccccc4n3)ccc2c1	98	79	99	112	nt	96	88	105
O=C1C(c2cccc3ccccc23)=C(c2c[nH]c3ccccc23)C(=O)N1CCN1CCOCC1	107	94	106	105	104	51	108	101
O=C(NCCO)c1cccnc1	106	109	92	82	104	96	83	89
CCCCOC(=O)C1=C(C(=O)OCCCC)CCCC1	113	98	99	109	114	110	110	102
O=S(=O)(N1CCCCC1)n1nnc2cc3ccccc3cc21	112	nt	101	99	95	99	79	102
CC(C)(c1ccccc1)c1cc(O)c(C(C)(C)c2ccccc2)cc1O	53	33	63	10	12	11	nt	29
